# Screening results (PubChem)
# hERG rescue: compounds protecting human hERG from proarrhythmic drug block; Q12809; CHO-hERG, FluxOR thallium flux, dofetilide IC70 present; activation (rescue from dofetilide block), less the hit threshold, % at 10 µM; 0.51% of 310,000 active; AID 1511;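 active = activation above the mean of controls blocked by dofetilide plus 5 SD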;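 also: thallium influx through hERG after potassium depolarization seen as dye fluorescence rise; in these data hits start at about 4.7%; inactives centre near -7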
# GSK3beta inhib: blocks human GSK3beta kinase activity; P49841; GST-GSK3beta kinase, ADP-Glo luminescence, 60 min; hits give low values; activity score (negative = inhibition), % at 10 µM; 0.038% of 300,000 active; AID 2097;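 active = more than half of replicate wells score below -50%, meaning over 50% inhibition versus plate controls; inconclusive = some replicates but at most half score below -50%; inactive = no replicate scores below -50%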;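 also: 0% = median DMSO wells and -100% = median GW8510 positive control wells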
#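 Assay system: GST-tagged human GSK3beta kinase, cell-free; Input: 1.6 ng GSK3beta; Medium: Tris/MgCl2 kinase buffer; Timing: 60 min enzyme reaction, room temperature; Signal: ADP-Glo luminescence quantifying ADP generated by kinase; Evaluation: score relative to plate controls; Benchmarks: DMSO neutral wells and GW8510 at 20 µM as positive.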
# KCNK9 inh: blocks the human KCNK9 two-pore domain potassium channel; Q9NPC2; HEK293 KCNK9, FluxOR thallium flux fluorescence; hits give low values; B-score at 10 µM; 1.2% of 310,000 active;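 active = ratio B-score over 3 SD below the library mean, with starting fluorescence within 5 SD of its mean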;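 also: negative B-score means less thallium flux so channel inhibition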
# Target sequence (Q9NPC2 whole entry, looked up, the tested form may be a part): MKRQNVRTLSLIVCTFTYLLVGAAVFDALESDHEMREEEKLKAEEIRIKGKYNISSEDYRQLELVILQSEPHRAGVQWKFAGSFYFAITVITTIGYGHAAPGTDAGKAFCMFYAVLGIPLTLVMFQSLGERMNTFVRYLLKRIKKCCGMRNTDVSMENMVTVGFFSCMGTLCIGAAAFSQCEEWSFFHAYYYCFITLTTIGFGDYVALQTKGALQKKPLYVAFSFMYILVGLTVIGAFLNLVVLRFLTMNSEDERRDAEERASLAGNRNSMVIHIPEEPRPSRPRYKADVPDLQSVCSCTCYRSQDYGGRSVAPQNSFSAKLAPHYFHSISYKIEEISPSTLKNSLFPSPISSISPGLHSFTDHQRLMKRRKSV
# KCNK3 inh: human KCNK3 channel inhibition, primary screen. O14649. 0.84% of 340,000 active. CHO-KCNK3 thallium flux, FluxOR fluorescence; hits give low values. B-score at 10 µM. AID 602410;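 active = B-score under library mean minus 4 SD, starting fluorescence ratio at most library mean plus 5 SD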;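 also: more negative B-score means stronger inhibition of thallium flux through KCNK3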
# Target sequence (O14649 whole entry, looked up): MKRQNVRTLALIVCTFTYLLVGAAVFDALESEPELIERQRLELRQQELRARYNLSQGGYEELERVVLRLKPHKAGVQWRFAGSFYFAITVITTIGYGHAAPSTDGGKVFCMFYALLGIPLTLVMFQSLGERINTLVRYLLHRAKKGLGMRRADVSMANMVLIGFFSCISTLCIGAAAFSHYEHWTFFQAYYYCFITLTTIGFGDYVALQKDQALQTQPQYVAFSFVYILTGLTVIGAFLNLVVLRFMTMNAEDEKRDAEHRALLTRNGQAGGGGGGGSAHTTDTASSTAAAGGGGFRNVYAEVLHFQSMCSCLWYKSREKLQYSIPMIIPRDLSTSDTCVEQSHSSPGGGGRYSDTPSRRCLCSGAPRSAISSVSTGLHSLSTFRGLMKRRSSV
# HDAC3 inhib: blocks human histone deacetylase 3; recombinant HDAC3, fluorogenic peptide/trypsin coupled, fluorescence; 0.15% of 320,000 active; O15379; inhibition, % at 8.3 µM; in the data active = inhibition above about 26%, passing the limit was not always enough; inconclusive = no clear call, values can overlap the other calls
# KCNQ1 inh: human KCNQ1 channel inhibition; P51787; CHO-K1 KCNQ1, FluxOR thallium flux fluorescence; hits give high values; B-score at 10 µM; 1.3% of 310,000 active; AID 2642;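 active = compounds whose thallium flux B-score, printed positive for inhibition, exceeds three library SD while starting fluorescence stays within three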;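 also: channel opened by potassium depolarization with thallium stimulus after 20 min compound exposure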
# PolyA inh: yeast polyadenylation inhibition | S. cerevisiae SKY197-pL101 polyadenylation reporter, beta-gal luminescence; efflux-impaired pdr1/pdr3 knockout yeast; score 100 = 6 SD above DMSO | calls only at 12 µM | 0.02% of 300,000 active;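 active = lowest replicate activity score at least 50, where 100 means six control SD above control mean; inconclusive = lowest score under 50 but half or more replicates reach 50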;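 also: yeast exposed to compound for 9 h at 30 °C; higher score means more reporter readthrough which indicates perturbed polyadenylation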
# KCNQ1 act: human KCNQ1 channel potentiation or activation | CHO-K1 KCNQ1, thallium flux FluxOR fluorescence; hits give high values | B-score at 10 µM | 0.35% of 310,000 active | AID 2648;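 active = fluorescence ratio B-score, a plate-corrected score, at least three library SD, with initial intensity B-score within 5 SD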
#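 System: Stable KCNQ1 CHO-K1 line | Incubation: 90 min dye loading and 20 min compound exposure, both at room temperature | Measure: Ratio B score | Medium: Assay buffer for compound exposure, DMSO matched across wells | Compound dosing: Single-concentration screen | Probe or stimulus: K+/Tl+ depolarizing stimulus | Measured by: Kinetic FluxOR fluorescence, 10 s baseline plus 110 s post-stimulus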
# Dyrk1A ADPGlo: inhibitors of rat Dyrk1A kinase; inhibition, % at 12.5 µM; Q63470; 0.43% of 310,000 active; ADP-Glo luminescence, NFATc1 peptide; AID 504441; in the data active = inhibition above about 50%;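 also: plate controls were vehicle with enzyme for no effect and no enzyme for full effect; many of its hits are not listed in these tables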
# RGS4 act: RGS4 potentiation or activation | B-score at 10 µM | HEK293 M3R/inducible RGS4, carbachol calcium flux Fluo4; hits give low values | 0.92% of 310,000 active | AID 463111;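 active = B-score of the integrated calcium signal more than 4 SD below the library mean, with starting fluorescence not abnormally high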;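 also: negative B-score means reduced calcium response which marks RGS4 activation or potentiation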
#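 test system = HEK293 cells with stable M3R and inducible RGS4 | schedule = recording 10 s baseline at 1 Hz, 100 s post-agonist | technique = Fluo4-AM (2 µM) calcium-flux fluorescence, kinetic read | measure = Agonist-evoked peak-minus-minimum fluorescence over baseline, integrated ratio, B score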
# GSK3A inh: blocks human GSK-3 alpha kinase. P49840. ADP-Glo luminescence, 60 min. inhibition, % at 10 µM. 0.1% of 320,000 active;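 in the data active = inhibition above about 50%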;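 also: GST-tagged GSK-3 alpha with peptide substrate and 25 µM ATP; 0% = DMSO neutral wells and 100% = GW8510 positive control wells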
# * hit, by the source's call; i = inactive; ? = inconclusive; / = no result given. An excerpt, so the mix of outcomes need not match the whole.
# Order of results: hERG rescue, GSK3beta inhib, KCNK9 inh, KCNK3 inh, HDAC3 inhib, KCNQ1 inh, PolyA inh, KCNQ1 act, Dyrk1A ADPGlo, RGS4 act, GSK3A inh
[1] COc1ccc(C(CNC(=O)C2CC(=O)N(Cc3ccc(C)cc3)C2)N(C)C)cc1 (configuration not stated)
  -16, 2, i, i, -1, i, i, i, 0, i, -2
[2] CCc1ccc(NC(=O)COc2coc(CN3CCc4ccccc4C3)cc2=O)cc1
  -15, -1, i, i, 4, i, i, i, 8, i, -3
[3] c1cncc(C(c2nnnn2C2CCCCC2)N2CCCCC2)c1 (configuration not stated)
  -17, 0, i, i, -5, i, i, i, 10, i, -3
[4] O=C(CN(C(=O)c1csnn1)c1ccccc1C(F)(F)F)NC1CCCCC1
  -8, -1, i, i, -2, i, i, i, 1, i, 2
[5] Cc1sc(NC(=O)c2ccco2)c(C(c2ccc(F)cc2)N2CCN(C)CC2)c1C (configuration not stated)
  -27, 1, i, i, 7, 7*, i, i, 0, i, -1
[6] COc1cccc(NC(=O)C(Sc2nnc3ccccn23)c2ccccc2)c1 (configuration not stated)
  -7, 7, i, i, 0, i, i, i, 0, i, 0
[7] COC(=O)[C@H]1[C@H](CCc2ccccc2)NC(=O)N(Cc2ccccc2)[C@@H]1C
  -7, -3, i, i, 6, i, i, i, 0, i, -6
[8] COCc1nnc(NC(=O)c2ccc(NC(C)=O)cc2)s1
  -4, 3, i, i, 7, i, i, i, 3, i, -1
[9] N=c1c(C(=O)NC2CCCC2)cc2c(=O)n3ccccc3nc2n1CC1CCCO1 (configuration not stated)
  -13, 1, i, i, -451, i, i, i, 15, i, -2
[10] CCOC(=O)C1CCCN(c2nc3ccccc3nc2C(C#N)C(=O)OCCOC)C1 (configuration not stated)
  -13, 1, i, i, -6, i, i, i, -1, i, -3
[11] Cc1cccc2c1NC1(CCCC1)CC2C (configuration not stated)
  -10, -8, i, i, -3, i, i, i, /, i, 3
[12] COc1ccc(/C=N/NC(=O)C(=O)N2CCCC2)cc1
  -2, 5, i, i, -7, i, i, i, 1, i, -2
[13] CN(C)S(=O)(=O)c1cccc(NC(=O)c2ccc3c(c2)OCCO3)c1
  -10, 2, i, i, -3, i, i, i, 24, i, 2
[14] CCN(CC)C(=O)Cn1c(=O)n(Cc2ccc(F)cc2)c(=O)c2sccc21
  -7, 2, i, i, -2, i, i, i, 6, i, 1
[15] O=S1(=O)CCN=C2SC3=C(CCCC3)N21
  -4, 1, i, i, 1, i, i, i, -3, i, 6
[16] CNC(=S)N/N=C/c1cn(CCOc2ccccc2OC)c2ccccc12
  -10, -1, i, i, 8, i, i, i, -5, i, -2
[17] CC(=O)Nc1ccc(Br)c(Cl)c1
  -3, -2, i, i, -1, i, i, i, /, i, 1
[18] O=C(c1ccc2nc[nH]c2c1)N1CCN(c2cccc(Cl)c2)CC1
  -4, 1, i, i, -4, i, i, i, -3, i, /
[19] COC(=O)C1=C(C)NC(C)=C(C(=O)OC(C)C)C1c1cccc2nonc12 (configuration not stated)
  -8, 1, i, i, 12, i, i, i, 13, i, 0
[20] CC(=O)c1cccc(S(=O)(=O)Nc2ccc3nc(C)sc3c2)c1
  -14, 1, i, i, 1, i, i, i, /, i, -3
[21] O=C(Cn1ncn2c(cc3ccccc32)c1=O)NCCC1=CCCCC1
  -1, 1, i, i, 2, i, i, i, 1, i, 9
[22] CC1(C)C(=O)Nc2ccccc2N1C(=O)COc1ncnc2ccccc12
  -21, 4, i, i, -1, i, i, i, -6, i, -1
[23] Cc1ccccc1N(C(=O)CCCC(=O)Nc1ccccn1)C(C(=O)NC1CCCC1)c1ccc(O)cc1 (configuration not stated)
  -10, -1, i, i, 4, i, i, i, -6, i, -2
[24] O=C(/C=C/c1ccc(O)c([N+](=O)[O-])c1)c1ccc2ccccc2c1
  -4, -4, i, i, 11, i, i, i, 3, i, 1
[25] COC(C(=O)Nc1ccc(S(=O)(=O)Nc2cccc3ccccc23)cc1)c1ccccc1 (configuration not stated)
  -5, -3, i, i, 1, i, i, i, 1, i, -2
[26] CC(=O)N1CCc2cc(S(=O)(=O)NCC(=O)NCc3ccc(F)cc3)ccc21
  -2, 4, i, i, 0, i, i, i, -1, i, -9
[27] CCOC(=O)C(C(C)C)C(N)Cc1ccc(F)cc1 (configuration not stated)
  -8, 2, i, i, -6, i, i, i, -4, i, -3
[28] O=C(Nc1ccc(N2CCOCC2)c(Cl)c1)c1ccccc1F
  -6, 0, i, i, 0, i, i, i, 7, i, -3
[29] CCN1C(=O)[C@H]2[C@@H](c3ccc(C)cc3)N3C(=O)N(c4cccc(Cl)c4)C(=O)[C@@]3(CC)[C@H]2C1=O
  -3, 1, i, i, -5, i, i, i, 5, i, -3
[30] C[C@H](NC(=O)c1[nH]cnc1C(=O)Nc1ccc(Cl)cc1)C(=O)OC(C)(C)C
  -6, 1, i, i, -3, i, i, i, -2, i, 2
[31] Cc1ccc(S(=O)(=O)N(C)C)cc1NC(=O)COC(=O)C1COc2ccccc2O1 (configuration not stated)
  -6, 0, i, i, 8, i, i, i, -2, i, 1
[32] CC(C)(NO)/C(=N\O)c1ccc(Cl)cc1
  -6, -2, i, i, -12, i, i, i, -9, i, 3
[33] COc1ccc(/C=C/C(=O)Nc2cc(=O)n(C)c(=O)n2C)cc1
  -10, 0, i, i, -4, i, i, i, 5, i, 2
[34] Cc1ccc(-c2nc3cnccn3c2Nc2ccc3c(c2)OCO3)cc1
  -7, 0, -8.6*, i, 0, i, i, i, -5, i, -1
[35] Cc1[nH]c(=O)[nH]c(=O)c1S(=O)(=O)Nc1ccc(S(N)(=O)=O)cc1
  -2, -1, i, i, 4, i, i, i, 0, i, 0
[36] CC(C)(C)c1ccc(-c2conc2N)cc1
  -12, 3, i, i, 1, i, i, i, -4, i, 2
[37] CCc1ccc(S(=O)(=O)NC(=S)Nc2ccccc2)cc1
  -5, 2, i, i, 3, i, i, i, 4, i, -2
[38] C=CCn1c(SCC(N)=O)nnc1-c1ccccc1O
  -8, 3, i, i, 7, i, i, i, 7, i, -2
[39] CC(C)(C)N1CC(C(=O)Nc2cccc(Cl)c2Cl)CC1=O (configuration not stated)
  -4, -2, i, i, 12, i, i, i, 15, i, -2
[40] Cc1ccnc(NC(=O)CCC(=O)N(CC(=O)NCc2ccc(F)cc2)Cc2ccccc2)c1
  -5, 2, i, i, 6, i, i, i, -7, i, 46
[41] COC(=O)Nc1nc2ccc(Sc3ccccc3)cc2[nH]1
  -3, -4, i, i, -7, i, i, i, 5, i, 0
[42] Cc1ccc(CNC(=O)CCS(=O)(=O)c2ccc3nc(C)sc3c2)cc1
  -8, 2, i, i, 3, i, i, i, 0, i, -2
[43] CCc1[nH]nc2c1C(c1ccncc1)C(C#N)=C(N)O2 (configuration not stated)
  -4, 0, i, i, 4, i, i, i, -1, i, 13
[44] O=C1N/C(=N/N=C/c2ccco2)SC1Cc1ccccc1 (configuration not stated)
  -12, -5, i, i, 7, i, i, i, -1, i, -3
[45] CCCCNC(=O)Oc1ccc(C(=O)N2c3ccccc3NC(=O)C2C)cc1 (configuration not stated)
  -12, 0, i, i, 6, i, i, i, 2, i, -1
[46] Cc1cccc(NC(=S)N/N=C/c2ccc3c(c2)OCO3)c1
  -7, 0, i, i, 15, i, i, i, -1, i, 0
[47] COc1cc(OC)c(OC)cc1CNCc1ccc2c(c1)OCO2
  -10, -1, i, i, -2, i, i, i, -2, i, -1
[48] COC(=O)c1cc(NC(=O)c2c(C)noc2C)ccc1N1CCOCC1
  -7, -2, i, i, 4, i, i, i, -3, i, -1
[49] CCOC(=O)C1(CCCc2ccccc2)CCN(Cc2cn(CC)nc2C)CC1
  -10, 2, i, i, -5, i, i, i, -2, i, -3
[50] CC(=O)N1CCN(CC(=O)O)CC1
  -1, 1, i, /, -1, i, i, i, /, i, 1
[51] O=C(/C=C/c1ccccc1)Nn1c(-c2cccs2)nc2ccccc2c1=O
  -2, 1, i, i, 3, i, i, i, 5, i, 1
[52] Cn1c(SCC(=O)NCCc2ccccc2)nnc1-c1ccncc1
  0, -6, i, i, 3, i, i, i, -2, i, -2
[53] CCn1c(N2CCN(C(=S)NCCc3ccccc3)CC2)nc2ccccc21
  -6, 2, i, i, 0, i, i, i, 2, i, -1
[54] O=C(c1ccccc1)c1ccc(OCCn2cnc3ccccc3c2=O)cc1
  -4, -3, i, i, ?, i, i, i, 8, i, 0
[55] O=C(CCN1CCN(c2ccccc2)CC1)c1ccc(Br)cc1
  -19, 0, i, i, -4, i, i, i, 3, i, -2
[56] COC(=O)C1=C(C)NC(=O)C1(NS(=O)(=O)c1ccc(NC(C)=O)cc1)C(F)(F)F (configuration not stated)
  -8, -2, i, i, 4, i, i, i, 3, i, -4
[57] COc1ccc(OC)c(/C=N/NC(=O)CNC(=O)c2cccc3ccccc23)c1
  -7, -3, i, i, -74, i, i, i, -7, i, -1
[58] O=C(O)c1cccc2cccnc12
  0, 5, i, i, /, i, i, i, -2, i, /

# In the list so far, seven have an aryl methoxy group:
# Order of results: hERG rescue, GSK3beta inhib, KCNK9 inh, KCNK3 inh, HDAC3 inhib, KCNQ1 inh, PolyA inh, KCNQ1 act, Dyrk1A ADPGlo, RGS4 act, GSK3A inh
[1] COc1ccc(C(CNC(=O)C2CC(=O)N(Cc3ccc(C)cc3)C2)N(C)C)cc1 (configuration not stated)
  -16, 2, i, i, -1, i, i, i, 0, i, -2
[6] COc1cccc(NC(=O)C(Sc2nnc3ccccn23)c2ccccc2)c1 (configuration not stated)
  -7, 7, i, i, 0, i, i, i, 0, i, 0
[12] COc1ccc(/C=N/NC(=O)C(=O)N2CCCC2)cc1
  -2, 5, i, i, -7, i, i, i, 1, i, -2
[16] CNC(=S)N/N=C/c1cn(CCOc2ccccc2OC)c2ccccc12
  -10, -1, i, i, 8, i, i, i, -5, i, -2
[33] COc1ccc(/C=C/C(=O)Nc2cc(=O)n(C)c(=O)n2C)cc1
  -10, 0, i, i, -4, i, i, i, 5, i, 2
[47] COc1cc(OC)c(OC)cc1CNCc1ccc2c(c1)OCO2
  -10, -1, i, i, -2, i, i, i, -2, i, -1
[57] COc1ccc(OC)c(/C=N/NC(=O)CNC(=O)c2cccc3ccccc23)c1
  -7, -3, i, i, -74, i, i, i, -7, i, -1
